Compound activity as filed in PubChem.
RAD52 anneal inh – RAD52 (human) annealing inhibition; inhibition, % at 18.7 µM; P43351; recombinant RAD52 DNA annealing, FRET fluorescence; 0.46% of 360,000 active;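 active = every replicate showing at least 50% inhibition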
Target sequence (P43351 whole entry, looked up): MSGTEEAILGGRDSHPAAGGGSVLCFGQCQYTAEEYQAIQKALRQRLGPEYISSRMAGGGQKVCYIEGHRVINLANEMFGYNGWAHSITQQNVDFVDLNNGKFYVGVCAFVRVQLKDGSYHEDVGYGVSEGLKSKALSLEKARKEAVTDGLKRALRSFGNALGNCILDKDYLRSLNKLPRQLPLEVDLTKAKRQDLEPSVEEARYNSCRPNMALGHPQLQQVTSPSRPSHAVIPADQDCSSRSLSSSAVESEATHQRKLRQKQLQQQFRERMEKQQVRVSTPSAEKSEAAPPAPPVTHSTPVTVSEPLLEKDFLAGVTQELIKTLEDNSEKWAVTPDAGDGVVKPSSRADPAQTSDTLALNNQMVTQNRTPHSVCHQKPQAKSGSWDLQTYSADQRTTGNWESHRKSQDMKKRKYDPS
E-selectin induc – induces E-selectin expression in human endothelial cells; 0.37% of 260,000 active; activation, % at 7.58 µM; AID 686992; P16581; HUVEC E-selectin immunofluorescence imaging; normalized: neutral wells 0, TNF-alpha wells 100;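 active = mean E-selectin-positive cell signal at least 10% of the positive control, reached in at least 60% of replicates, without over 20% cell loss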;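 note: in these data hits start at about 27%; measured in HUVEC primary endothelial cells; signal is the percent of cells scored E-selectin positive by PE staining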
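Assay system: HUVEC, human umbilical vein endothelial cells / Amount: 3,000 HUVEC/well / Controls: TNF-alpha positive control, DMSO neutral control / Compound dosing: single concentration / Medium: EGM-2 over gelatin coat / Evaluation: percent E-selectin-positive cells / Signal: immunofluorescence imaging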
XiGFP reactiv – X-chromosome reactivation activator. XiGFP mouse fibroblasts, % GFP-positive cells imaging, 3 d; cells co-treated with 5-aza-dC sensitizer; scaled so ellipticine positive control = 100%. activation, % at 7.58 µM. 0.055% of 360,000 active. AID 743238;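 active = mean normalized replicate activation at least 10% and every replicate at or above 10%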;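 note: 0% = median of on-plate neutral control wells and 100% = ellipticine 6 µM median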
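Assay system – SV40-immortalized XiGFP fibroblast cells, line 68-5-11 · Buffer or medium – DMEM supplemented with 5-aza-dC as sensitizing agent · Dosing – one concentration, pinned · Benchmarks – positive control ellipticine, 6 µM final · Times – 3 days compound exposure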
RAD54 inh – RAD54 (human) branch migration inhibition | Q92698 | RAD54 Holliday junction branch migration, FAM/BHQ fluorescence | inhibition, % at 10.4 µM | 0.14% of 360,000 active | AID 602329;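 active = mean normalized replicate activity at least 40 and at least half of replicates scoring 40 or more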;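 note: 0% = median of neutral control wells and 100% = median of positive control wells; inhibitors cause a drop in the FAM fluorescence signal; in these data hits start at about 50%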
esBAF inh – SWI/SNF esBAF complex inhibition | mouse ES cells, Bmi1-luciferase knock-in reporter, 24 h; 100% = twice the neutral-well signal | reporter increase, % at 12.5 µM | 2% of 350,000 active; in the data active = activation above about 40%;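 note: 0% = median of the plate's neutral control wells and 100% = double that signal; a rise in the Bmi1 reporter signal indicates esBAF inhibition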
ERp5 block – blocks human ERp5 reductase activity on insulin. 0.05% of 350,000 active. ERp5 insulin aggregation, absorbance 650 nm, 90 min. inhibition, % at 9.99 µM;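 active = mean replicate inhibition above about 25%, with every replicate also reaching it, limit read from the data, passing the limit was not always enough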
Target sequence (Q15084 whole entry, looked up): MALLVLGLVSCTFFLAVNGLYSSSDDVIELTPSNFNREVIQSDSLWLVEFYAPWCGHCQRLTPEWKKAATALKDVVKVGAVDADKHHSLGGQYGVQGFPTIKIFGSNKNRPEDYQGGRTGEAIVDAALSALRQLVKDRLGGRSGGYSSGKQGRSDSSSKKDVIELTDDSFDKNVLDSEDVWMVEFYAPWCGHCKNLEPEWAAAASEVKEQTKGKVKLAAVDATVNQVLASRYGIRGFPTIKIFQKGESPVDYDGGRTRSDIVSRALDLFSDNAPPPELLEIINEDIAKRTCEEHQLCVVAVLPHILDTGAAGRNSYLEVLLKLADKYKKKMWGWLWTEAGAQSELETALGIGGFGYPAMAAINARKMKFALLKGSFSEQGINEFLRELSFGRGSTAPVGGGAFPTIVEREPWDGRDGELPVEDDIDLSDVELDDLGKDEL
S100A4 MyoIIA – S100A4-myosin IIA interaction inhibition | P26447 | S100A4/TAMRA-MyoIIA peptide fluorescence polarization | 0.14% of 360,000 active | inhibition, % at 10.7 µM | AID 652163;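 active = mean inhibition of at least 70% across replicates, with every replicate also reaching that level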
Target sequence (P26447 whole entry, looked up): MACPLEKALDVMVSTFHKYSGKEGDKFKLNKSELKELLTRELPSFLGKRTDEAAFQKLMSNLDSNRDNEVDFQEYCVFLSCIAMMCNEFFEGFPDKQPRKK
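System – human S100A4 monomer protein, biochemical binding assay · Buffer or medium – Calcium-containing HEPES buffer, pH 7.2 · Timing – 5 min between mix addition and reading · Also added – TAMRA-labelled myosin IIA heavy-chain peptide probe, 5 nM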
ERAP1 HTS inh – blocks human ERAP1 aminopeptidase activity | recombinant ERAP1, Leu-AMC fluorescence, 60 min | 0.15% of 340,000 active | inhibition, % at 10.7 µM | Q9NZ08;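 active = mean replicate inhibition of at least 30%, or all replicates individually reaching that 30% level; inactive = mean below 30% and not every replicate reaching it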;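 note: 0% = neutral control wells and 100% = L-leucinethiol positive control wells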
The depositor's hits bear a star; nt = no result given; & = joins results of further samples.

SMILES,ERAP1 HTS inh,esBAF inh,E-selectin induc,ERp5 block,S100A4 MyoIIA,XiGFP reactiv,RAD52 anneal inh,RAD54 inh
Cc1cnc(C(=O)OCC(=O)Nc2ccc(C)c(S(=O)(=O)N3CCCCC3)c2)cn1,2,nt,nt,-4,2,0.0,-19,nt
COC(=O)c1c(C)oc2c1cc(NS(=O)(=O)c1ccc(C(=O)O)cc1)c1ccccc12,3,-6,-1.3,2,-6,0.0,-29,1
O=C(NCc1c[nH]c2ccccc12)c1ccccc1,7,0,nt,2,-5,0.2,-4,-13
O=C(C1CCCN(S(=O)(=O)c2ccc(Br)s2)C1)N1CCN(c2ccccc2)CC1 (configuration not stated),2,4,nt,-4,-1,0.0,-22,0
COC(=O)c1cc2c(ccn2-c2ccc(F)cc2)n1Cc1ccc(OC(C)=O)cc1,-4,nt,nt,-5,-4,0.1,-16,nt
Cc1ccc(C2OC34CCCCCC3C(C#N)(C(=N)O4)C2(C#N)C#N)cc1 (configuration not stated),-23,nt,8.9,5,5,0.0,-47,nt
C/C=C(\C)C(=O)N1CC2(CC(c3cccc(NC(=O)CCCCC)c3)=NO2)C[C@@H]1C(N)=O (some centres not stated),4,-2,0.3,2,0,0.0,-2,7
C[C@@H]1CCCCO[C@@H](CN(C)C(=O)C2CCCCC2)[C@@H](C)CN([C@H](C)CO)C(=O)c2cc(NS(C)(=O)=O)ccc2O1,0,-3,-0.3,-3,-10,0.2,5,-3
CCC(C)NC(=O)c1ccc(C2SCC(=O)N2Cc2ccccc2)cc1 (configuration not stated),0,nt,nt,1,-6,0.0,-18,nt
Cc1c(C(=O)N2CCOCC2)sc(NC(=O)C(C)C)c1C#N,-4,-3,nt,0,-4,0.0,-4,14
COCCN(C(=O)CSc1nc2nc(C)cc(C)n2n1)c1c(N)n(Cc2ccccc2)c(=O)[nH]c1=O,-3,nt,nt,3,-16,0.2,-7,nt
CC(C)NC(=O)N(C)C[C@@H]1Oc2ncc(C#CC3(O)CCCC3)cc2C(=O)N([C@@H](C)CO)C[C@@H]1C,-2,3,0.2,-5,2,0.1,23,6
CCc1ccc(N(CC(=O)N2CCOCC2)S(C)(=O)=O)cc1,nt,10,-0.1,4,4,0.2,-14,-6
COc1cc(Cl)c(C)cc1NC(=O)CN(C)Cc1cccc(OC)c1OC,-1,nt,nt,0,-1,-0.1,3,nt
C[C@H]1CN([C@@H](C)CO)C(=O)c2cccc(NC(=O)c3cnccn3)c2O[C@H]1CN(C)S(=O)(=O)c1cccs1,-1,-2,0.0,-7,-52,-1.2,9,6
CCCn1c(SCCC(=O)O)nc2ccccc21,-2,0,-1.8,-4,-6,0.2,-10,nt
COc1ccc2[nH]cc(CCNC(=O)Nc3ccccc3C)c2c1,1,-5,nt,1,-3,-0.1,-30,0
O=C1CN(Cc2ccccc2)C[C@@H]2[C@H](c3ccc(-c4ccccc4F)cc3)[C@@H](CO)N12,0,nt,-0.4,8,8,0.0,-19,nt
CS(=O)(=O)/C(C#N)=C/c1cccn1S(=O)(=O)c1cccc2ccccc12,nt,5,3.0,2,-3,0.0,-42,4
COc1ccccc1N1CCN(C(=O)CSc2nnc(NC(=O)C(C)C)s2)CC1,-2,-1,9.1,2,-3,0.0,-5,-7

The list continues:
SMILES,ERAP1 HTS inh,esBAF inh,E-selectin induc,ERp5 block,S100A4 MyoIIA,XiGFP reactiv,RAD52 anneal inh,RAD54 inh
O=C(NCc1ccccc1)[C@H]1[C@H](CO)[C@H]2Cn3c(cccc3=O)[C@@H]1N2,-1,4,0.0,3,2,0.1,-8,8
COc1ccc(Cn2c(=O)[nH]c3cc(C(=O)NC4CCCC4)ccc3c2=O)cc1,-2,-10,3.0,4,5,-0.1,-15,-4
Cc1onc(-c2c(F)cccc2Cl)c1C(=O)N1CCCCC1,-5,-5,-0.1,4,0,-0.1,-5,-8
CCOCCCn1c(=O)c2ccccc2n2c(=S)[nH]nc12,13,2,nt,1,0,0.0,0,-7
CC(=O)Nc1cc2c(c([N+](=O)[O-])c1C)C(C)(C)CC2(C)C,-1,2,-0.8,-3,-2,0.0,-3,-1
Cc1cccc(Oc2coc3cc(O)ccc3c2=O)c1,-6,59*,nt,3,-2,0.3,-6,-1
CC(=O)c1ccc(Nc2nc(C(N)Cc3ccc(N)cc3)cs2)cc1 (configuration not stated),6,0,-0.1,4,-3,0.0,87*,8
O=C(NCC1CCCO1)c1ccc(Cn2c(=S)[nH]c3ccccc3c2=O)cc1 (configuration not stated),-2,-6,-1.4,-1,1,0.0,5,-7
CNC[C@@H]1Oc2ccc(NC(=O)Cc3ccccc3)cc2CC(=O)N([C@H](C)CO)C[C@H]1C,4,3,-0.1,1,-2,-1.0,-3,7
O=[N+]([O-])c1ccc(O)c(C=Nc2cccc3ccccc23)c1,8,-7,nt,-1,-6,0.0,-11,-5
CC(=O)c1cccc(OCc2cc(C(=O)N(C)Cc3nccs3)no2)c1,-7,27,0.1,6,-2,0.0,-8,0
N#Cc1ccccc1OCC(=O)OCC(=O)Nc1ccc2c(c1)OCO2,3,-4,0.2,-2,19,-0.9,-17,-8
O=C(CCc1cn(Cc2ccc(F)cc2)c2ccccc12)N1CCOCC1,-2,-7,14,2,-12,0.1,-12,-5
CCCCN1C(=O)Nc2ccccc2S1(=O)=O,10,nt,nt,-1,5,-0.1,-9,nt
O=C(Nc1cccc2ccccc12)c1ccco1,-2,nt,-0.1,0,0,-0.1,-33,nt
Cc1ccc(S(=O)(=O)Nc2ccc3c(c2)C(=O)N([C@@H](C)CO)C[C@@H](C)[C@@H](CN(C)S(=O)(=O)c2ccc(Cl)cc2)OCCCC[C@H](C)O3)cc1,nt,-7,0.0,nt,nt,0.0,nt,0
CCOC(=O)c1c(C)n(CC)c2c1cc(O)c1ccccc12,1,-1,0.0,2,33,0.2,-4,2
CCOc1ccc(S(=O)(=O)N(C)c2ccc(OCC(=O)NCc3cccnc3)cc2)cc1,-2,nt,nt,1,4,-0.1,-15,nt
Cc1noc(C)c1S(=O)(=O)Nc1ccc2c(c1)C(=O)N([C@H](C)CO)C[C@H](C)[C@@H](CN(C)C(=O)Nc1ccccc1)O2,-3&-1,4&-1,0.1,10&-1,-8&-5,-1.1&-0.2,-7&-15,6&6
COc1ccc(C(=O)Nc2ccc(NC(C)=O)cc2)cc1S(=O)(=O)N1CCCC1,2,-3,nt,-4,8,-0.1,-7,-3

Going on with the list:
SMILES,ERAP1 HTS inh,esBAF inh,E-selectin induc,ERp5 block,S100A4 MyoIIA,XiGFP reactiv,RAD52 anneal inh,RAD54 inh
CCOc1ccc(NS(=O)(=O)c2ccc(C(=O)N(C)CC(=O)Nc3ccc(C)cc3)cc2)cc1,5,nt,0.1,-4,13,0.3,4,nt
C[C@@H]1CCCCO[C@H](CN(C)C(=O)Nc2ccc(F)cc2)[C@@H](C)CN([C@H](C)CO)C(=O)c2cc(NC(=O)Nc3ccc(F)cc3)ccc2O1,4,-4,nt,-12,-9,-0.1,-28,-6
CC(C)NC(=O)N(C)C[C@H]1Oc2cc(Br)ccc2S(=O)(=O)N([C@H](C)CO)C[C@H]1C,-4&3&2,-5&-2&-6,0.0&1.4,0&-3&0,-1&-5&-5,0.5,-14&1&3,1&10&0
CNC(=O)C[C@H]1CC[C@H]2[C@@H](COc3ccc(NC(=O)Nc4ccccc4)cc3C(=O)N2C)O1,0,-10,0.1,0,8,0.0,17,-7
Cc1oc(-c2cccs2)nc1CS(=O)CC(=O)NCCCN1CC(C)CC(C)C1 (configuration not stated),3,-3,nt,4,9,0.0,-4,-5
O=C1CCCS(=O)(=O)c2ccccc21,4,4,6.4,7,3,0.0,-9,8
COc1ccccc1C#Cc1cnc2c(c1)C(=O)N([C@H](C)CO)C[C@H](C)[C@H](CN(C)C(=O)c1ccc3c(c1)OCO3)O2,1,-1,0.6,4,-15,-0.2,4,-8
CC1=CCC(C(=O)O)(C(=O)N/N=C/c2cccnc2)C(c2ccccc2)C1 (configuration not stated),-3,nt,0.4,-6,-23,0.0,2,nt
CCc1nn(C(CC)C(=O)NCc2cccs2)c(=O)c2cc3occc3n12 (configuration not stated),-1,-6,nt,-3,5,0.0,-9,-10
CCOC(=O)C1CCCN(Cc2nc(Cc3cccc(F)c3)no2)C1 (configuration not stated),nt,-6,0.3,0,-2,-0.2,0,0
O=C(NC1CC1)C1=C[C@H](c2csc3ccccc23)C[C@H](OCCCCO)O1,1,-2,0.0,-2,-4,0.0,-35,4
CC(C)(C)C(=O)Cn1nc(Cl)nc1Cl,2,nt,0.9,-11,5,0.1,4,nt
COc1cccc(-c2noc(-c3ccc(Cl)nc3)n2)c1,-3,nt,5.7,0,-2,0.0,-5,nt
Cc1ccc(S(=O)(=O)Nc2ccc3c(c2)C(=O)N([C@H](C)CO)C[C@H](C)[C@@H](CN(C)C(=O)NC2CCCCC2)O3)cc1,-2,3,3.8,2,2,-0.4,4,-7
Cc1noc(C)c1NC(=O)Nc1ccc2c(c1)C(=O)N([C@@H](C)CO)C[C@H](C)[C@@H](CN(C)S(=O)(=O)c1cccs1)OCCCC[C@@H](C)O2,17,3,-0.2,-5,-9,0.1,-25,-5
O=S(=O)(c1ccccc1C(F)(F)F)N1CCC(n2cnc3ccccc32)CC1,-1,-2,nt,4,0,nt,-10,4
C[C@@H]1CCCCO[C@@H](CN(C)S(C)(=O)=O)[C@H](C)CN([C@@H](C)CO)C(=O)c2cc(NS(=O)(=O)c3cccs3)ccc2O1,-1,-2,-0.1,4,6,0.0,1,-2
CCCCNc1c(-c2ccc(OC)c(Sc3ccc(OC)cc3)c2)nc2cnccn12,-2,-8,0.1,6,-10,0.1,-108,-4
COc1ccc(-n2nc3c(c2NC(=O)C2CCCC2)CS(=O)(=O)C3)cc1,1,-6,0.0,-2,0,-0.1,-7,-2

Part of the list above, showing only ERp5 block, esBAF inh and XiGFP reactiv:
canonical_smiles	ERp5 block	esBAF inh	XiGFP reactiv
COc1cccc(-c2noc(-c3ccc(Cl)nc3)n2)c1	0	nt	0.0
CNC(=O)C[C@H]1CC[C@H]2[C@@H](COc3ccc(NC(=O)Nc4ccccc4)cc3C(=O)N2C)O1	0	-10	0.0
